MLLE-PAM2 inh: blocks PAM2 peptide binding to the PABP1 MLLE domain | inhibition, % at 20 µM | 360,000 tested, 0.36% active | P11940 | GST-MLLE / FITC-PAM2 fluorescence polarization; in the data active means inhibition above about 35%, passing the limit was not always enough;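 further: plate controls were DMSO wells with GST-MLLE for no effect and wells lacking GST-MLLE protein for full effect; some results filed as inactive read as strong as hits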
Target sequence (P11940 whole entry, looked up, the tested form may be a part): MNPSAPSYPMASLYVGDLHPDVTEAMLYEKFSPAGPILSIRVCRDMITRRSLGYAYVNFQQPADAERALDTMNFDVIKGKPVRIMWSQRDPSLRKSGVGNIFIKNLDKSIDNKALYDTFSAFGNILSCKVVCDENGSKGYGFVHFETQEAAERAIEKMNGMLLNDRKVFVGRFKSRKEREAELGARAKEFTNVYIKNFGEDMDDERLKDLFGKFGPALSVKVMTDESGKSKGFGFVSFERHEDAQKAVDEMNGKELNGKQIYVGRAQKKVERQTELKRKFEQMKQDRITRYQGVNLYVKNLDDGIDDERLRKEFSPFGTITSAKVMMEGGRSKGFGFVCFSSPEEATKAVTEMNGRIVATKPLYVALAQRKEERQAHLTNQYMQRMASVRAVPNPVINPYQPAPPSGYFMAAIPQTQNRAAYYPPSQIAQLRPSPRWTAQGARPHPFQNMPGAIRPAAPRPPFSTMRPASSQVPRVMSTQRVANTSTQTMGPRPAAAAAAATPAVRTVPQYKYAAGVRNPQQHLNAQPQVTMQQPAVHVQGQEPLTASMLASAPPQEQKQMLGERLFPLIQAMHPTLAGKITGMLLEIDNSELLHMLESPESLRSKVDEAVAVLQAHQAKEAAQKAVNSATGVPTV
TbMetRS inhib: Trypanosoma brucei MetRS inhibition | inhibition, % at 11.9 µM | purified T. brucei MetRS, ATP depletion, Kinase-Glo luminescence | 360,000 tested, 0.4% active;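 active means inhibition above a per-plate cutoff of the control wells' mean inhibition plus 3 SD, cut at about 5.5% in these data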;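 further: 0% = DMSO wells median and 100% = median of wells with control inhibitor compound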
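Assay system: T. brucei methionyl-tRNA synthetase, purified | Medium: HEPES buffer with MgCl2, KCl, DTT, spermine, BSA, pyrophosphatase | Compound: 11.9 µM single point | Incubation: 15 min enzyme-compound preincubation, 2 h reaction, 10 min detection, 25 °C | Measured by: Kinase-Glo luciferase luminescence reporting remaining unconsumed ATP | Measure: % inhibition normalized to control-well medians | Replication: Singlicate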
Rin1-Abl PPI inh: human Rin1-Abl interaction inhibition. P00519+Q13671. TR-FRET Rin1/Abl binding, biochemical. inhibition, % at 7.35 µM. 360,000 tested, 0.4% active. AID 588664; in the data active means inhibition above about 5%, passing the limit was not always enough
MsrA act: activates bovine MsrA enzyme. purified bovine MsrA, absorbance read-out. activation, % at 10.6 µM. 360,000 tested, 0.3% active; in the data active means activation above about 7.5%;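 further: 0% = vehicle and 100% = reference activator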
E coli Lon inh: inhibitors of E. coli Lon protease; P0A9M0; purified E. coli Lon protease, fluorescence polarization; inhibition, % at 7.94 µM; 360,000 tested, 0.42% active; AID 602123; in the data active means inhibition above about 13%, passing the limit was not always enough;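 further: 0% = enzyme with probe and DMSO and 100% = no enzyme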
MsrA inhibitor: inhibitors of bovine MsrA; purified bovine MsrA, absorbance read-out; inhibition, % at 15.5 µM; 360,000 tested, 0.75% active; AID 651718; in the data active means inhibition above about 4.5%;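 further: 0% = vehicle wells with enzyme and 100% = reference inhibitor wells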
FAS-TE inh: blocks the thioesterase domain of human fatty acid synthase; P49327; recombinant FAS-TE, OMFH fluorogenic substrate, fluorescence endpoint; inhibition, % at 15 µM; 360,000 tested, 0.67% active; AID 602261;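 active means compounds whose normalised, plate-corrected inhibition of enzyme fluorescence in the single-dose primary screen is 50% or more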;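 further: 0% = DMSO with enzyme and 100% = substrate without enzyme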
Neddylation inh: blocks human cullin neddylation. AID 651699. P61081+Q13564. 360,000 tested, 0.58% active. calls only at 25 µM. TR-FRET cullin neddylation, biochemical; in the data active means inhibition above about 36%
CSN deneddyl inh: inhibitors of human CSN-mediated cullin deneddylation; AID 651999; inhibition, % at 12.5 µM; Purified CSN, SCF-Nedd8-OG deneddylation, fluorescence polarization; 360,000 tested, 0.38% active;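 active means pattern-corrected inhibition above about 35%, with an unprinted fluorescence ratio check between 0.5 and 1.5, limit read from the data, passing the limit was not always enough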;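 further: 0% = enzyme with substrate and 100% = substrate without enzyme; some results filed as inactive read as strong as hits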
Target sequence (Q92905 whole entry, looked up, one chain of several): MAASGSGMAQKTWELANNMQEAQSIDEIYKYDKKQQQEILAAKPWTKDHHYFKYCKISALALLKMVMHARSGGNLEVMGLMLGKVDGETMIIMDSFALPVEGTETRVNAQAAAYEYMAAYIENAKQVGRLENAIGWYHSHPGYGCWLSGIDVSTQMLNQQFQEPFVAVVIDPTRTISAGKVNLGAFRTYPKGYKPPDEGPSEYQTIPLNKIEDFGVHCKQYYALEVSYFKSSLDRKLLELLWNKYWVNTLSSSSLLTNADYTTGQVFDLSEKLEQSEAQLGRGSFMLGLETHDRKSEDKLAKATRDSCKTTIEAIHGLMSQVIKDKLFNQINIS
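assay system = purified human Csn5 enzyme expressed in HEK293T cells | amount = 0.24 nM enzyme | buffer or medium = Tris/NaCl/DTT buffer, pH 7.5 | reagent = 10 nM SCFSkp2-Nedd8OG | compound = one concentration, 12.5 µM, 0.25% DMSO | times = 90 min reaction at room temperature | signal = FP | read-out basis = % inhibition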
Active calls of the source: *; i = inactive; nt = not tested or not shown; + = active, no number.

SMILES | MLLE-PAM2 inh | TbMetRS inhib | Rin1-Abl PPI inh | MsrA act | E coli Lon inh | MsrA inhibitor | FAS-TE inh | Neddylation inh | CSN deneddyl inh
CCOC(=O)Cc1csc(NC(=O)CCN2C(=O)c3ccccc3C2=O)n1 | 9 | -1.1 | -2 | -11 | 3 | -0.5 | -11 | i | -1
CC(C)(C)c1ccc(C(=O)c2c[nH]c(C(=O)NCCc3ccccn3)c2)cc1 | 3 | -0.2 | 2 | -1 | 3 | -0.3 | 2 | i | 0
CCCCc1ccc(NC(=O)Nc2cc(C)nn2C)cc1 | 2 | -0.8 | -3 | -4 | 2 | nt | 6 | i | 2
COC(=O)CN1C(=O)Nc2ccc(Br)cc2C1c1ccccc1 (stereo not drawn) | -9 | -0.3 | 4 | -9 | 3 | -0.2 | -2 | i | -2
CCCCCCSc1cc(-c2nc3cnccn3c2NCCCC)ccc1OC | -12 | -0.4 | 1 | -1 | -8 | nt | 26 | nt | 2
O=C1CN=C(Nc2ccccc2Cl)N1c1ccccc1 | 6 | 0.5 | -1 | 1 | -4 | -1.2 | -4 | i | 0
CC1C/C(=N\NC(=O)c2ccc(NS(=O)(=O)c3ccc(Br)cc3)cc2)CC(C)(C)C1 (stereo not drawn) | -15 | -0.3 | -1 | -2 | 2 | 1.0 | 6 | i | 0
Cc1ccccc1N1CC(C(=O)Nc2ccncc2)CC1=O (stereo not drawn) | -1 | -0.2 | -1 | -2 | 3 | -0.5 | -8 | i | -9
COCCn1c(C)cc(/C=C(\C#N)C(=O)OCC(=O)Nc2ccc(S(N)(=O)=O)cc2)c1C | -82 | -0.2 | 0 | -5 | -17 | 0.4 | -4 | + | 5
C=CCOc1ccccc1CN(C(=O)CCl)c1ccc2c(c1)OCO2 | -5 | -0.3 | 0 | -3 | 0 | -1.0 | 6 | i | -1
CCc1nnc(N/N=C\c2ccc(OC(C)=O)c(OC)c2)n1N | 2 | 6.6* | 7 | 12* | 17 | 0.7 | -5 | i | -4
O=C(CSC(=S)N1CCCC1)N1CCN(S(=O)(=O)c2cccc([N+](=O)[O-])c2)CC1 | 24 | 0.0 | 1 | -5 | -3 | -0.1 | 1 | i | 0
COc1ccc2[nH]c3c(c2c1)CCN1C(=O)N([C@@H](C)C(=O)NC2CCN(Cc4ccccc4)CC2)C(=O)[C@]31C | -24 | -0.5 | 1 | 2 | -4 | 1.7 | 2 | i | 2
COc1ccc(C(C(=O)NC(C)(C)C)N(CCC(C)C)C(=O)CCC(=O)Nc2cc(C)on2)cc1 (stereo not drawn) | -17 | -1.0 | 0 | -7 | -4 | 0.1 | 1 | i | 3
CC(=O)c1c(C)[nH]c(C(=O)OCC(=O)Nc2cc(S(=O)(=O)N3CCCC3)ccc2Cl)c1C | -4 | -0.1 | -2 | 1 | -8 | 0.4 | -6 | i | -4
CC1CCN(CC(=O)Nc2ccc(S(=O)(=O)N3CCCCC3)cc2)CC1 | -14 | -1.3 | 0 | -5 | 4 | 1.6 | -3 | i | 4
COc1ccc(-c2c(C)n([O-])c3c([n+]2=O)CCCC3)c(OC)c1 | -8 | -1.2 | 1 | -13 | -8 | 0.6 | -10 | i | 1
Cc1sc(NC(=O)Cn2cnnn2)nc1-c1ccc(Cl)cc1 | -88 | -0.4 | 3 | -2 | -4 | 2.9 | 5 | i | -8
CCOC(=O)c1c(NC(=O)C2C3C=CC(CC3)C2C(=O)O)sc(C)c1C (stereo not drawn) | 23 | -1.0 | 1 | -5 | 4 | 0.8 | -8 | i | -15
CCOC(=O)N1CCN(C(=O)c2cn(CC)c3ccc(S(=O)(=O)N4CCOCC4)cc3c2=O)CC1 | 4 | -0.6 | -1 | -6 | 2 | -0.1 | -3 | i | -3
COc1cccc(-c2cccc(NC(=O)C3CCN(C4CCC4)CC3)c2)c1 | 3 | -0.4 | 1 | -3 | -4 | 0.6 | -6 | i | -1
O=C(COc1ccc(Cl)cc1Cl)Nc1ccccn1 | -2 | -2.4 | 6 | -2 | 0 | 0.3 | 2 | i | -1
Cc1nc2ccc(NC(=O)C3CCN(S(=O)(=O)c4cccs4)CC3)cc2s1 | -7 | -1.3 | 4 | -7 | -6 | -1.1 | 5 | i | 0
CCOc1ccc2c(c1)C(N(CCN1CCOCC1)C(=O)Nc1ccccc1)CC(C)(C)O2 (stereo not drawn) | -1 | -0.1 | 3 | 0 | -15 | 0.4 | 1 | i | -4
CN(C)CC1CCCCC1OC(=O)c1ccc(S(=O)(=O)N(C)c2ccccc2)cc1 (stereo not drawn) | 2 | -0.2 | 2 | 0 | -1 | 1.4 | -4 | i | 0
COc1nc(OC)nc(N(C)CCO)n1 | 10 | -0.8 | -1 | -2 | -6 | -1.2 | -7 | i | -5
CC(C)(C)c1ccc(C(=O)OCC(=O)Nc2sc3c(c2C#N)CCC3)cc1 | -13 | -0.7 | -3 | -8 | -4 | 0.3 | -3 | i | 1
Cc1ccccc1C(=O)NNC(=O)CN1C(=O)c2ccccc2C1=O | -10 | -0.5 | 1 | -1 | -2 | 0.0 | -12 | i | 6
COc1cc2c(cc1NC(=O)c1ccccc1-c1ccccc1C(=O)O)-c1ccccc1C2 | 10 | 0.1 | 8 | -7 | 5 | 0.1 | -1 | i | 0
COCCNC(=O)CN(Cc1ccccc1)C(=O)CCC(=O)Nc1nccs1 | 3 | 0.0 | -1 | 0 | 6 | -0.2 | -5 | i | 3
Cc1cc(C)c(S(=O)(=O)c2ccccc2Cl)c(=O)[nH]1 | 11 | -0.7 | 3 | -8 | -3 | 1.1 | 0 | i | -3
COc1ccc(CN2C(=O)c3ccccc3C2c2nnnn2C(C)C)cc1OC (stereo not drawn) | nt | -0.5 | nt | -2 | -2 | 0.0 | -10 | i | -6
NC(=O)c1sc2nc3c(c(-c4cccnc4)c2c1N)CCC3 | 16 | -0.1 | -1 | -3 | 4 | 0.8 | -10 | i | 0
CCOc1ccc(C(=O)NCC(=O)NC(C)c2ccc(-n3ccnc3)cc2)cc1OCC (stereo not drawn) | -10 | -0.4 | 0 | -5 | -11 | 0.6 | -5 | i | -2
C=CCn1c(C)cc(C(=O)CN2C(=O)NC3(CCCc4ccccc43)C2=O)c1C (stereo not drawn) | -11 | -0.2 | 3 | 1 | -2 | 0.7 | 4 | i | -5
COc1ccc(CCNC(=O)c2cnc(Cl)c(Cl)c2)cc1 | -8 | -0.1 | 3 | -1 | -2 | -1.1 | 12 | i | -3

10 of the compounds above, in CSV form.
structure,MLLE-PAM2 inh,TbMetRS inhib,Rin1-Abl PPI inh,MsrA act,E coli Lon inh,MsrA inhibitor,FAS-TE inh,Neddylation inh,CSN deneddyl inh
CCOc1ccc2c(c1)C(N(CCN1CCOCC1)C(=O)Nc1ccccc1)CC(C)(C)O2 (stereo not drawn),-1,-0.1,3,0,-15,0.4,1,i,-4
CN(C)CC1CCCCC1OC(=O)c1ccc(S(=O)(=O)N(C)c2ccccc2)cc1 (stereo not drawn),2,-0.2,2,0,-1,1.4,-4,i,0
COc1nc(OC)nc(N(C)CCO)n1,10,-0.8,-1,-2,-6,-1.2,-7,i,-5
CC(C)(C)c1ccc(C(=O)OCC(=O)Nc2sc3c(c2C#N)CCC3)cc1,-13,-0.7,-3,-8,-4,0.3,-3,i,1
Cc1ccccc1C(=O)NNC(=O)CN1C(=O)c2ccccc2C1=O,-10,-0.5,1,-1,-2,0.0,-12,i,6
COc1cc2c(cc1NC(=O)c1ccccc1-c1ccccc1C(=O)O)-c1ccccc1C2,10,0.1,8,-7,5,0.1,-1,i,0
COCCNC(=O)CN(Cc1ccccc1)C(=O)CCC(=O)Nc1nccs1,3,0.0,-1,0,6,-0.2,-5,i,3
Cc1cc(C)c(S(=O)(=O)c2ccccc2Cl)c(=O)[nH]1,11,-0.7,3,-8,-3,1.1,0,i,-3
COc1ccc(CN2C(=O)c3ccccc3C2c2nnnn2C(C)C)cc1OC (stereo not drawn),nt,-0.5,nt,-2,-2,0.0,-10,i,-6
NC(=O)c1sc2nc3c(c(-c4cccnc4)c2c1N)CCC3,16,-0.1,-1,-3,4,0.8,-10,i,0

Next structures
SMILES | MLLE-PAM2 inh | TbMetRS inhib | Rin1-Abl PPI inh | MsrA act | E coli Lon inh | MsrA inhibitor | FAS-TE inh | Neddylation inh | CSN deneddyl inh
CCN(CC)S(=O)(=O)c1ccc(N/N=C/c2cc(OC)c(OC)cc2OC)nc1 | -2 | 0.5 | -3 | -3 | -10 | -0.8 | -9 | nt | 2
CCOC(=O)c1c(NC(=O)CN2CCN(C(=O)C3CCCO3)CC2)sc(C)c1C (stereo not drawn) | 0 | -0.1 | -2 | 0 | -13 | 1.6 | 4 | i | 3
C[C@H](NC(=O)c1[nH]cnc1C(=O)Nc1ccccc1)C(=O)OC(C)(C)C | -4 | -0.1 | 4 | -7 | -3 | -0.8 | 13 | i | 104
CCc1noc(C)c1C(=O)OCC(=O)c1ccc(NC(C)=O)cc1F | -7 | -0.4 | -2 | -2 | 6 | -0.2 | 3 | i | 2
Cc1nc2c(C(=O)NCc3ccco3)cnn2c(C)c1Cc1ccc(F)cc1Cl | -16 | -0.3 | 1 | -1 | 0 | 1.2 | 26 | nt | 10
O=C(CCNC(=O)N1CC(=O)Nc2ccccc21)Nc1ccc(Br)cc1F | -14 | 0.3 | -1 | 1 | -4 | 1.0 | -7 | i | 2
Cc1cc2nc(SCCOC(=O)Nc3ccc(Cl)cc3)nc(C)c2cc1C | 3 | -1.7 | 3 | -6 | -8 | -0.2 | 20 | i | 0
Cc1ccccc1NC(=O)N1CCC(NC(=O)C2CCCCC2)CC1 | -9 | -0.1 | 0 | -2 | -2 | 0.5 | -6 | i | 2
Cc1nc(N2CCOCC2)nc(N2CCCC2)c1[N+](=O)[O-] | 20 | -0.1 | 2 | -6 | -4 | 2.2 | -4 | i | -9
Cc1ccc(-c2nn3c(-c4ccco4)nnc3c3ccccc23)cc1S(=O)(=O)NCC1CCCO1 (stereo not drawn) | -30 | -0.1 | 11* | 1 | -7 | 2.1 | 0 | i | 3
O=C(COc1ccc(/C=N/NS(=O)(=O)c2ccccc2)cc1)Nc1ccc(F)cc1 | -29 | -0.3 | 1 | 5 | -1 | 0.2 | 6 | i | 0
O=C(Oc1ccc2c(=O)c(Oc3ccc4ccccc4c3)coc2c1)c1ccco1 | 5 | -0.4 | 0 | -2 | -5 | 1.2 | 22 | nt | 5
Cc1c(C2(O)CCCCC2)[nH]c2cc(C(F)(F)F)ccc12 | 2 | 0.3 | -1 | 0 | 4 | -0.9 | 30 | i | -5
CC(=O)Nc1cccc(C(=O)N2CCC(n3nccc3NC(=O)CC(C)C)CC2)c1 | 0 | -0.6 | 0 | -5 | 4 | 0.5 | -6 | i | -1
CN(CCN1CCOCC1)Cc1nc(-c2ccc3c(c2)OCO3)no1 | -4 | -0.2 | -5 | -4 | 1 | -1.5 | -7 | i | 0
O=c1[nH]c2ccccc2nc1C(Nc1ccccc1)c1ccccc1 (stereo not drawn) | -3 | -0.3 | -4 | -2 | -10 | 0.9 | 0 | i | -5

Assay outcomes (PubChem BioAssay)
